Bioassay records as filed in PubChem BioAssay.
APP 5UTR inh = APP translation inhibition | SH-SY5Y APP 5'UTR-luciferase reporter, luminescence | inhibition, % at 2 µM | 190,000 compounds, 0.82% hits | AID 1285;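 active = inhibition above a set limit, derived from the sample mean plus 3 SD, cut at about 45% in these data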; also: values of inactives mirror those of a sister screen read the other way
G6PDH counter = counter-screen for G6PDH assay hits: L. mesenteroides G6PDH inhibition | 200,000 compounds, 0.12% hits | inhibition, % at 5 µM | Purified L. mesenteroides G6PDH, diaphorase/resazurin coupled fluorescence, 45 min | AID 1020; in the data active = inhibition above about 50%
STAT1 inh = STAT1 signaling inhibition | NIH 3T3 STAT1-luciferase reporter, IFN-gamma, luminescence | inhibition, % at 5.5 µM | 200,000 compounds, 0.35% hits | AID 920;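 active = inhibition above a set limit, the mean inhibition across all tested compounds plus 3 SD, cut at about 34% in these data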;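 also: 0% = IFN-gamma with DMSO and 100% = IFN-gamma with 300 µM nifuroxazide; values of inactives mirror those of a sister screen read the other way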
Hsp70 activator = switches on Hsp70 transcription. 200,000 compounds, 0.04% hits. HeLa Hsp70 promoter luciferase reporter, luminescence; scaled: vehicle 0, proteasome-inhibitor control 100%. AID 1203. activation, % at 10 µM;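 active = activation above the mean across all tested compounds plus 3 SD, cutoff set per campaign, cut at about 5.5% in these data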;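 also: 100% = MG132 at 30 µM as the positive control and 0% = DMSO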
Diaph inh CS = inhibits diaphorase or chemically oxidizes, flagging diaphorase assay artifacts; 190,000 compounds, 0.69% hits; inhibition, % at 20 µM; diaphorase resazurin-to-resorufin fluorescence, NADH, 16 min; bacterial (C. kluyveri) enzyme, not human;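 active = primary screen inhibition at 20 µM above a set limit, cut at about 50% in these data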;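 also: plate controls were DMSO with full reaction for no effect and wells lacking NADH for full effect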
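controls = No-NADH positive control and DMSO neutral control | system = Clostridium kluyveri diaphorase enzyme | timing = reaction incubation of 16 min at room temperature | signal = resorufin fluorescence 544/590 nm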
STAT1 activator = increases IFN-gamma driven STAT1 reporter signal; NIH 3T3 STAT1-luciferase reporter, luminescence; 100% = IFN-gamma alone, no compound; 200,000 compounds, 2.6% hits; activation (% of control), % at 5.5 µM;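 active = activation above the screen-wide mean activation plus 3 SD, cut at about 130% in these data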;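 also: raw ratio to IFN-gamma control signal so 100% means no change and 0% no light; values of inactives mirror those of a sister screen read the other way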
TLR4-MyD88 BLA = blocks binding of human TLR4 to MyD88; O00206+Q99836; 200,000 compounds, 0.18% hits; inhibition, % at 8.4 µM; AID 861; HeLa CL3-4 TLR4/MyD88 BLA complementation, FRET ratio; in the data active = inhibition above about 25%;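 also: 0% = vehicle and 100% = reference inhibitor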
Target sequence (O00206 whole entry, looked up): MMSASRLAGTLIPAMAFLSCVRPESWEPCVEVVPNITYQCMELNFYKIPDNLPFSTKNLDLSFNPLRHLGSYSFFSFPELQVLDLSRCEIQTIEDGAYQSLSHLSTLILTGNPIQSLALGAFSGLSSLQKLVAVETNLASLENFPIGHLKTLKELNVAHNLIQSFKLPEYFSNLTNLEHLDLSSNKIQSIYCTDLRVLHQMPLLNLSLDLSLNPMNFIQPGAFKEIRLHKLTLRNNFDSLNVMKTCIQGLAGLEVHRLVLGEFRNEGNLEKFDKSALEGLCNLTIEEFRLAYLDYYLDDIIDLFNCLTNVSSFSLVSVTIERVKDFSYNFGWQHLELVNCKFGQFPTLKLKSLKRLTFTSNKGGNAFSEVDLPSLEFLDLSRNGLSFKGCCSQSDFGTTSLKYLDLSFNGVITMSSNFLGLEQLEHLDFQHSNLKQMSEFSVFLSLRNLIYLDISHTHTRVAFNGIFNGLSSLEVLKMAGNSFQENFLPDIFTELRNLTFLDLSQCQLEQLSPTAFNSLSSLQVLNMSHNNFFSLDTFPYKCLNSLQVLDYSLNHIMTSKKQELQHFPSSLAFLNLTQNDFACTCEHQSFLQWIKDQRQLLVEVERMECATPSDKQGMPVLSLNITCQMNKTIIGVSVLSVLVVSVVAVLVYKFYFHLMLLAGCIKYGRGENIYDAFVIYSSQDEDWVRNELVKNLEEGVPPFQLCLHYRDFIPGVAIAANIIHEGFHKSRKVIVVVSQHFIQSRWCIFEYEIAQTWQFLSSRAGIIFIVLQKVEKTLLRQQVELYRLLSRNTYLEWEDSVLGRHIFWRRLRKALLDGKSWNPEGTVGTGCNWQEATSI
Target sequence (Q99836 whole entry, looked up): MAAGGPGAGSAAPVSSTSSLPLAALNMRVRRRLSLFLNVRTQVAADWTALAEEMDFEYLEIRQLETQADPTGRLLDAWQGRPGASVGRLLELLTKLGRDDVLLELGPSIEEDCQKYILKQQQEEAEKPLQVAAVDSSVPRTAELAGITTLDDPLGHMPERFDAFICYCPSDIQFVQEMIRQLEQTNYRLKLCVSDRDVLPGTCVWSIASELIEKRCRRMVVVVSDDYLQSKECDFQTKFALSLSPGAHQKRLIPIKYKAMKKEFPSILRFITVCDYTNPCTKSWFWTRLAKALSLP
STAT3 blocker = inhibitors of IL-6 induced STAT3 signaling. 190,000 compounds, 0.89% hits. U3A cells, IL-6 STAT3-luciferase reporter, luminescence; host cell line lacks STAT1. AID 862. inhibition, % at 5.5 µM;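 active = inhibition above the mean inhibition across all screened compounds plus 3 SD, cut at about 44% in these data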;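 also: 0% = DMSO only wells and 100% = 100 µM nifuroxazide control wells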
Diaphorase act = diaphorase activation or chemical reduction counter-screen. Diaphorase/resazurin coupled assay, resorufin fluorescence, 16 min; active compounds read high; 1 = vehicle wells, 0 = NADH-free wells. activation factor at 20 µM. 190,000 compounds, 0.005% hits;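 active = diaphorase activity raised at least twofold by the compound at 20 µM; inactive = activation factor below 2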
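Assay system: Purified diaphorase enzyme from Clostridium kluyveri | Amount: Enzyme 0.07 U/mL final | Dosing: Compound 20 µM once, DMSO 1% | Timing: 16 min reaction at room temperature | Detection: Fluorescence, excitation 544 nm and emission 590 nm | Evaluation: Higher resorufin formation from activation or reduction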
STAT3 act = activators of IL-6 induced STAT3 signaling. U3A cells, IL-6 STAT3-luciferase reporter, luminescence; 100% = signal with IL-6 EC80 alone. 190,000 compounds, 0.91% hits. AID 871. activation (% of control), % at 5.6 µM;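 active = activation above the screen-wide mean of compound activation plus 3 SD, cut at about 130% in these data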;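 also: 0% = background luminescence of wells with medium and substrate only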
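Assay system – human STAT1-deficient U3A cells with stable STAT3-luciferase reporter · Also added – IL-6 (33 ng/mL) · Schedule – compound 1 h, then IL-6 6 h at 37 °C · Technique – reporter luminescence signal · Evaluation – % activation versus median of IL-6-stimulated wells · Benchmarks – IL-6-only wells as 100% reference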
Active calls of the source: *; / = not tested or not shown. An unsorted share of the library, and some 6.1% of all compounds hit somewhere here.

entry	Structure	APP 5UTR inh	G6PDH counter	STAT1 inh	Hsp70 activator	Diaph inh CS	STAT1 activator	TLR4-MyD88 BLA	STAT3 blocker	Diaphorase act	STAT3 act
1	CC[C@@H](C)[C@H](NC(=O)OC(C)(C)C)c1nnc(S(=O)(=O)Cc2cc(C)ccc2C)o1	29	0	21	0.2	17	81	11	13	0.8	94
2	CCCC(C)C(=O)Nc1ccc2c(c1)OCCO2 (configuration not stated)	-27	13	-12	0.7	9	110	14	3	0.9	100
3	CCO[C@H]1OC(C(=O)N2CCN(Cc3ccc4c(c3)OCO4)CC2)=C[C@@H](C2CCCCC2)[C@@H]1CCCO	24	7	1	-0.1	30	101	-3	/	0.7	/
4	O=C(O)CNC(=O)/C(=C/c1cccc([N+](=O)[O-])c1)NC(=O)c1ccco1	0	10	-1	-0.3	7	101	5	3	0.9	97
5	C[N+](C)(C)CCOC(=O)C1(c2ccccc2)CCCC1	-7	5	-7	-0.3	8	107	7	0	0.9	105
6	Cc1cc(C)n2nc(-c3cccnc3)nc2n1	-4	-8	-8	0.3	8	111	-12	18	0.9	88
7	CCOc1ccc(NC(=O)Cn2nc(-c3ccccc3Cl)n(CC)c2=S)cc1	2	7	2	-0.3	5	98	13	6	0.9	100
8	CN1CCN(CCCCOc2ccc(F)cc2)CC1	-3	16	-8	0.0	3	108	4	-2	1	108
9	CC(C)CNc1nc(Oc2ccc(=O)n(-c3ccccc3)n2)nc(N2CCOCC2)n1	-3	3	-5	-0.2	6	104	-3	4	0.9	105
10	C=CCn1ccc2c([N+](=O)[O-])cccc2c1=O	17	6	3	-0.2	4	97	0	7	1	99
11	O=C(c1ccco1)N1CCC(n2nnc3ccccc32)CC1	-2	4	1	0.1	-4	99	0	9	1	97
12	O=C(CN1CCC2(CC1)OCCO2)c1ccc2cc[nH]c2c1	19	-18	2	-0.2	12	98	-13	14	0.9	91
13	COc1cccc(NC(=O)CN(C)CC(=O)Nc2ccc(C)cc2Cl)c1	2	15	7	0.3	15	93	5	-5	0.8	109
14	CC1CCc2c(C(=O)NCc3ccccn3)csc2C1 (configuration not stated)	-51	15	-8	-0.1	-3	107	-5	4	1	97
15	CC(=O)c1cnc2c(-c3ccc(Cl)cc3)cnn2c1C	-7	0	-27	0.1	6	126	0	-3	0.9	105
16	O=C(Nc1cnc2ccccn2c1=O)c1ccc(Cl)cc1Cl	-153	-4	41*	-0.2	3	63	-6	70*	1	43
17	Cc1ccc(C(=O)CSc2nnc(-c3ccco3)o2)o1	-6	-2	-9	-0.2	4	109	-2	4	1	100
18	CC(C)NC(=O)CSCc1cccc(Br)c1	-15	10	-7	-0.2	13	106	-11	-2	0.9	102
19	CC(=O)COc1ccc2c(C)c(C)c(=O)oc2c1	-4	2	-14	0.5	-3	113	13	-1	1	102
20	CC1CCN(S(=O)(=O)c2ccc(C(=O)Nc3nnc(-c4ccccn4)o3)cc2)CC1	18	10	-18	-0.1	-2	114	-10	15	1	94
21	CCOC(=O)/C(=N\Nc1cccc(C(F)(F)F)c1)N(CCOC)CCOC	/	5	-2	-0.4	12	102	-5	-12	0.9	109
22	CCCCc1nnc(NC(=O)C2CCCO2)s1 (configuration not stated)	-6	7	-17	-0.3	8	117	-2	1	0.9	102
23	CCc1nnc(NC(=O)c2sc3nc(C)cc(COC)c3c2N)s1	2	2	-9	-0.3	13	107	10	18	0.9	87
24	FC(F)(F)c1cc(Sc2ccccc2)nc(-c2ccccn2)n1	6	4	3	-0.2	10	97	5	-12	0.9	109
25	CNc1nc(SC)nc2ccsc12	16	17	0	-0.2	25	100	1	-8	0.7	111
26	CC(=O)N1c2ccccc2Oc2cc3ccccc3cc21	/	-9	8	-0.1	16	93	5	-14	0.8	112
27	Cc1ccc2nc(-c3ccc(NC(=O)CNC4CC4)cc3)sc2c1	-199	4	-16	-0.2	6	114	-2	30	0.9	78
28	O=C(N/N=C/c1cccnc1)c1cccc(S(=O)(=O)Nc2cccc(Cl)c2)c1	-11	4	7	0.1	2	91	2	1	1	101
29	O=C1c2ccccc2C(=O)N1c1ccc(Cl)cn1	-7	-6	4	0.0	13	96	-11	14	0.9	89
30	COc1c(Br)cc(C(N)=O)cc1OCc1ccccc1	11	1	-2	-0.4	22	102	2	0	0.8	99
31	COCCOC(=O)c1[nH]c2c(c1C)C(=O)CC(c1ccc(F)cc1)C2 (configuration not stated)	-16	6	12	-0.3	6	89	11	23	0.9	85
32	COc1ccc(CN(C)CC(=O)NC(=O)NCc2ccccc2)c(OC)c1	-22	3	8	0.0	5	93	-6	1	1	107
33	CC(C)C(=O)Nc1ncc2c(n1)CC(c1cccs1)CC2=O (configuration not stated)	-7	-2	-4	-0.1	11	107	0	4	0.9	99
34	Cc1ccc2c(n1)CC(C)(C)C/C2=N\O	6	6	-2	-0.3	-4	101	11	3	1	100
35	O=C(O)C1CC=CCC1C(=O)Nc1cccc(C(=O)N2CCCCC2)c1 (configuration not stated)	-2	27	6	0.1	-7	92	-18	6	1.1	98
36	COc1cccc(-c2nn(-c3ccccc3)cc2C(=O)OCC(=O)Nc2ncc(Cl)cc2Cl)c1	13	-44	-2	-0.3	32	102	-13	-18	0.7	111
37	O=c1c(Br)c(Br)cnn1-c1ccccc1	96*	8	-88	7.4*	11	177*	35*	25	0.9	83
38	Cc1ccc2c(CC(=O)OC(C)C(=O)Nc3ncc(Cl)cc3Cl)coc2c1 (configuration not stated)	-14	-4	-16	-0.4	8	115	-2	0	0.9	105
39	CCOC(=O)c1[nH]c2ccc(Cl)cc2c1NC(=O)/C=C/c1ccc2c(c1)OCO2	-17	-24	2	-0.2	4	98	-1	-7	1	104
40	O=C(Nc1ccc(Cl)cc1)OCc1cn(-c2ccccc2)nn1	1	-4	7	-0.2	-4	94	-14	18	1	91
41	O=C(CSc1nnc(-c2ccncc2)o1)c1ccc2c(c1)OCCO2	2	1	-3	-0.2	3	100	5	14	1	92
42	COc1ccc(-n2nc(C(=O)NCc3ccco3)c3c4ccccc4n(C)c3c2=O)cc1	5	-5	-8	0.0	14	107	0	-11	0.9	118
43	COc1ccc(NC(=S)Nc2ccc(Oc3ccccc3)cc2)cc1	-21	1	-2	-0.2	-8	102	-11	25	1.1	87
44	CN(C)/C=C(\C=O)c1c(Cl)cccc1Cl	-4	6	0	-0.3	5	100	-2	8	0.9	96
45	O=C(NNc1cccc(Cl)n1)C1CC1	-8	-3	-2	-0.1	-1	102	8	-1	1	102
46	CC1(C)Cc2c(c(-c3ccccc3)nc(N3CCOCC3)c2C(N)=O)CO1	66*	-2	0	0.0	9	100	5	-9	0.9	113
47	CCCCN(C)CCNC(=O)C(NC(=O)C1CCC(C)CC1)C(C)C (configuration not stated)	-2	4	-4	-0.2	14	102	0	1	0.9	101
48	Cc1nc2c3cc(F)ccc3n(Cc3ccccc3F)c2s1	2	0	-6	-0.3	9	106	-9	-21	0.9	121
49	CCOC(=O)C1=C(C)NC(SCc2cc(=O)[nH][nH]2)=C(C#N)C1c1cccs1 (configuration not stated)	-4	-5	-3	0.0	19	103	7	-1	0.8	103
50	O=C(Oc1ccccc1N1C(=O)C2CCCCC2C1=O)c1ccccc1 (configuration not stated)	-23	7	12	-0.5	19	89	-4	68*	0.8	50
51	CSc1ccccc1NC(=O)c1cc(C(C)C)on1	-41	1	-30	0.1	18	128	-6	-10	0.8	115
52	CCCCn1c(/N=C/c2ccc3c(c2)OCO3)nc2ccccc21	-1	5	12	-0.4	3	89	-4	2	1	104
53	O=c1[nH]cc(COCc2ccccc2)c(=O)[nH]1	20	1	-4	-0.2	10	104	-2	2	0.9	101
54	Cc1ccc(S(=O)(=O)NNC(=O)Nc2ccc(Cl)cc2)cc1	11	1	-4	0.1	8	104	-5	3	0.9	100
55	CC(C)(C)c1ccc(C(CC(=O)O)NC(=O)CCCc2ccccc2)cc1 (configuration not stated)	-18	9	-8	0.1	10	106	-5	15	0.9	96
56	CN(C1CCCCC1)S(=O)(=O)c1ccc(S(=O)(=O)N2CCN(CCC#N)CC2)cc1	5	-4	1	-0.3	18	99	-1	2	0.8	102
57	COc1ccc(C(C(=O)NC2CCCC2)N(C(=O)c2ccoc2C)c2ccc(C)cc2)cc1 (configuration not stated)	2	15	-2	-0.3	0	101	6	-8	1	109
58	Cc1sc2ncn(CC(=O)NCCCC(=O)N3CCN(c4ccccn4)CC3)c(=O)c2c1C	12	7	-9	-0.3	-8	109	1	5	1.1	98
59	COCC1CCCCN1Cc1cn(-c2ccccc2)nc1-c1ccc2c(c1)OCO2 (configuration not stated)	-16	8	-3	0.0	9	101	-15	0	0.9	104
60	CCOC(=O)c1c(NC(C)=O)sc2c(OC)c(Br)ccc12	-2	1	2	-0.2	10	98	0	5	0.9	96

(next part)
entry	Structure	APP 5UTR inh	G6PDH counter	STAT1 inh	Hsp70 activator	Diaph inh CS	STAT1 activator	TLR4-MyD88 BLA	STAT3 blocker	Diaphorase act	STAT3 act
61	CCOC(=O)c1c(N2C(=O)C=CC2=O)sc(C)c1C	5	8	1	0.1	12	93	2	2	0.9	107
62	Cc1ccc(S(=O)(=O)NCCc2ccncc2)cc1	12	-2	7	-0.7	15	93	0	0	0.8	102
63	CCn1c(C)nc2cc(C(=O)NNS(=O)(=O)c3ccccc3F)ccc21	-4	12	-12	-0.1	16	110	-2	0	0.8	103
64	Oc1ccccc1N=Cc1sc2ccccc2c1Cl	-7	33	11	0.9	26	90	-2	-48	0.7	135*
65	COc1ccc(CS(=O)/C(Cl)=C(/Cl)C(=O)Nc2ccc(OC)nc2)cc1 (configuration not stated)	94*	-1	-197	20*	1	279*	15	14	1	90
66	Nc1nccc(-c2ccc(-n3cccc3)cc2)n1	-29	0	-19	-0.1	-16	115	-14	9	1.2	100
67	CCOC(=O)C1CCN(C(C(=O)NC2CCCCC2)c2ccc(OC)cc2)CC1 (configuration not stated)	2	4	13	-0.2	15	89	17	15	0.9	93

One compound at a time (already shown):
O=c1[nH]cc(COCc2ccccc2)c(=O)[nH]1 is listed as APP 5UTR inh = 20; G6PDH counter = 1; STAT1 inh = -4; Hsp70 activator = -0.2; Diaph inh CS = 10; STAT1 activator = 104; TLR4-MyD88 BLA = -2; STAT3 blocker = 2; Diaphorase act = 0.9; STAT3 act = 101
COCCOC(=O)c1[nH]c2c(c1C)C(=O)CC(c1ccc(F)cc1)C2 (configuration not stated) is listed as APP 5UTR inh = -16; G6PDH counter = 6; STAT1 inh = 12; Hsp70 activator = -0.3; Diaph inh CS = 6; STAT1 activator = 89; TLR4-MyD88 BLA = 11; STAT3 blocker = 23; Diaphorase act = 0.9; STAT3 act = 85
